# From PubChem BioAssay
# human PMI inhibitors: human PMI inhibitors, high substrate, primary screen, biochemical, fluorescence intensity, high mannose 6-phosphate (AID 1220); recombinant PMI enzyme, coupled fluorescence intensity; higher % means a stronger effect; inhibition, % at 20 µM, or IC50 in µM where a hit was titrated; 190,000 compounds, 0.66% hits
# Ins promoter up: MIN6 insulin promoter up-regulation; MIN6 insulin promoter-GFP reporter, high-content imaging; stronger effect = higher value; z-score at 5 µM; 190,000 compounds, 0.3% hits;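 active means z-score above 3 at 5 µM with at least 500 cells counted in the well; inconclusive means wells under 500 cells, flagged as cytotoxic or low count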
# Autophagy mod: autophagy modulation, high-content screen; MEF GFP-LC3 puncta imaging; test concentration mostly 10 µM; calls only at 10 µM (by protocol); 190,000 compounds, 0.98% hits; AID 463193;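 active means percentage of spot-positive cells more than 3 SD above its plate mean, without a fluorescence outlier flag or 80% toxicity; inconclusive means no clear call, values can overlap the other calls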;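 further: spot-positive cell cutoff set from DMSO-treated cells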
# PMI inhibitors: MPI enzyme activity inhibition – biochemical, fluorescence intensity, coupled assay, primary screen (AID 1209); purified PMI enzyme, coupled fluorescence intensity; higher % means a stronger effect; inhibition, % at 20 µM, or IC50 in µM where a hit was titrated; 190,000 compounds, 0.42% hits;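 further: plate controls were DMSO vehicle for no effect and wells lacking substrate for full effect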
# T cell modulator: T cell immune modulation candidate | 2C CD8+ T cell-vesicle binding, flow cytometry; stronger effect = lower value | calls only at 7 µM | AID 2052 | 330,000 compounds, 0.068% hits;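 active means response, share of CD8 T cells binding vesicles, and their 90th percentile fluorescence all below set limits, cut at about 80% in these data, passing the limit was not always enough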
#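 Assay system – 2C mouse CD8+ T cells · Also added – QL9-loaded Drosophila micro-vesicles · Timing – Cell–vesicle co-incubation 1.5 h at 37 °C, staining 20 min on ice · Signal – flow cytometry of vesicle-bound cells · Measure – percent CD8+ FL2 mean versus row control · Controls – Peptide-free naked vesicles (low) and QL9 vesicles with 0.7% DMSO vehicle (high)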
# b-catenin transl: beta-catenin nuclear translocation modulation. HeLa beta-catenin nuclear translocation, immunofluorescence imaging. 190,000 compounds, 0.3% hits. AID 1665. nuclear translocation activity, % at 5 µM;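 active means nuclear translocation activity above 50% at 5 µM, with a well cell count of 50 or more; inconclusive means wells under 50 cells across six images, flagged as toxic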;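 further: per-cell ratio of nuclear to cytoplasmic median beta-catenin stain intensity; plate controls were DMSO negative control for no effect and GSK-3 inhibitor IX positive control for full effect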
#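 test system = HeLa cells, endogenous beta-catenin | dosing = single 5 µM dose plus 0.02–20 µM confirmation series | times = compound treatment 24 h, 37°C, 5% CO2 | technique = beta-catenin immunofluorescence imaging with DAPI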
# Lipid droplet: hepatic lipid droplet formation modulation; AML12 mouse hepatocytes, oleate lipid droplets, BODIPY imaging; inhibition, % at 6.5 µM; 240,000 compounds, 0.4% hits; AID 1656;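 active means lipid droplet intensity inhibited by at least 50%, with more than 500 cells counted; inconclusive means wells with under 300 cells, treated as cytotoxic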
#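 Assay system: AML12 hepatocytes (mouse) / Also added: 100 µM oleic acid challenge / Times: overnight treatment with compound plus oleate / Detection: high-content imaging of BODIPY-stained droplets and DAPI nuclei / Evaluation: % inhibition of lipid droplet signal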
# TNAP activators: stimulation of alkaline phosphatase TNAP activity – biochemical, luminescent, no phosphate acceptor, uHTS, primary screen (AID 1001); activation fold at 20 µM, or EC50 in µM where a hit was titrated; purified TNAP, luminescent activation assay, no phosphate acceptor; higher activation fold means a stronger effect; 200,000 compounds, 0.03% hits; in the data active means activation fold from about 3, or a potency from the dose series; inactive means the rest, 99 in 100 with activation fold below about 1.6; further: many of its hits are not listed in these tables
# MT stabilizer: microtubule stabilization, imaging screen | HeLa tubulin immunostaining HCS, 24 h; share of cells brighter than vehicle mean+2SD | % tubulin-high responders, % at 10 µM | 200,000 compounds, 0.83% hits;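 active means plate Z-score above 3 for both tubulin-high and condensed-nucleus cell shares, with cell loss under 80%, at 10 µM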;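 further: anti alpha tubulin signal scored within the nucleus-defined area of each cell; some results filed as inactive read as strong as hits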
# Ins promoter up cell count: also measured in Ins promoter up; calls as there; cell count; measured here: cytotoxicity, nuclei count;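 total cells summed across four imaged fields per well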
# Lipid droplet cells 6.5 µM: second read-out of Lipid droplet, no call of its own (marks repeat the call); cell count; measured here: cell count, cytotoxicity flag;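 cells counted across two imaged fields per well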
# b-catenin transl cell count 5 µM: second read-out of b-catenin transl, no call of its own (marks repeat the call); cell count; measured here: cell count, cytotoxicity flag
# T cell modulator vesicle-bound %: also measured in T cell modulator; calls as there; double positive events, %; measured here: CD8+ vesicle-bound cell fraction;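 binding gate set so that unloaded-vesicle control wells show 10% double positive cells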
# MT stabilizer Hoechst-high %: recorded beside MT stabilizer, whose call it bears; % Hoechst-high responders; measured here: nuclear condensation Hoechst responders;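 share of cells brighter than vehicle mean plus two SD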
# MT stabilizer cytotoxicity %: also measured in MT stabilizer; calls as there; toxicity, %; measured here: cytotoxicity by cell density;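 0% = mean cell density of plate MIN control wells and 100% = no cells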
# Autophagy mod cell loss 18 h: also measured in Autophagy mod; calls as there; toxicity, %; measured here: cell loss, nuclei count;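 cell loss after 18 h compound exposure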
# The depositor's hits bear a star; i = inactive; ? = inconclusive; nt = not tested or not shown. Unless noted, no stated cut-off is given here; in the data, active means inhibition above about 50%; inactive means the rest.
smiles	human PMI inhibitors	Ins promoter up	Ins promoter up cell count	Autophagy mod	Autophagy mod cell loss 18 h	PMI inhibitors	T cell modulator	T cell modulator vesicle-bound %	b-catenin transl	b-catenin transl cell count 5 µM	Lipid droplet	Lipid droplet cells 6.5 µM	TNAP activators	MT stabilizer	MT stabilizer Hoechst-high %	MT stabilizer cytotoxicity %
COc1ccc(-c2nc(NC(=O)c3ccccc3)sc2-c2ccc([N+](=O)[O-])cc2)cc1	7%	0.25	1631	i	17	10%	i	24	-0.5	1372	nt	nt	1	2.7	1.6	5.2
[O-]/C(=C(\C(=S)Nc1ccc(Cl)cc1)[n+]1ccccc1)c1ccc(OC(F)F)cc1	11%	-0.69	1247	i	-2	6%	i	51	0.5	1106	0	722	1.1	5.4	2.9	7.6
CCc1c(C)[nH]c(C(=O)OCc2ccccc2)c1C	24%	0.34	1729	i	-19	18%	nt	nt	1.2	904	-1	717	1	1.1	2.6	11
O=C(O)c1cccc(S(=O)(=O)N2CCN(C(c3ccccc3)c3ccccc3)CC2)c1	-22%	-0.82	1574	i	38	-24%	i	56	7.1	890	2	693	1	3.7	1.8	5.6
Cc1ccc(/C=C/C(=O)NC2=NCCS2)cc1	-3%	nt	nt	i	15	10%	i	16	-1.7	996	1	561	0.9	5.8	2.1	3.9
Cc1nc2ncnn2c(N2CCN(C(c3ccccc3)c3ccccc3)CC2)c1C	-4%	-1.4	1054	i	-1	6%	i	22	0.6	1104	-9	737	1.1	6.2	3.5	8.3
O=C(NC(Cc1ccccc1)C(=O)O)C1CCCCC1 (stereo not given)	-5%	-0.91	1503	i	1	1%	i	20	-2.0	1161	18	710	1.2	5.1	1.8	4.1
CCOC(=O)C1(CC)NC(c2ccco2)C2C(=O)N(c3ccc(C)cc3)C(=O)C21 (stereo not given)	1%	nt	nt	i	-3	-2%	i	21	0.3	1182	nt	nt	1.1	3.1	1.2	2.2
Cn1c(=O)c(C(=O)COC(=O)c2cc(-c3ccco3)nc3ccccc23)c(N)n(Cc2ccccc2)c1=O	-59%	nt	nt	i	0	-44%	i	24	nt	nt	3	713	0.9	2.7	3.0	9.9
CCc1ccc(CNC(=O)Cn2nc(-c3ccccc3)ccc2=O)cc1	-2%	-0.04	1069	i	15	0%	i	36	-0.2	1097	12	744	1	1.5	2.8	12
CSCCC1C(=O)OC2(C)CC(C)(C)NC(=S)N12 (stereo not given)	-6%	0.38	1241	i	-1	-6%	i	40	-0.5	1208	-7	764	1.1	2.3	2.6	5.8
COc1ccc(-n2nnc3c(=O)n(Cc4cc(C)ccc4C)cnc32)cc1	-1%	-1	959	i	10	13%	i	30	2.4	1409	nt	nt	1.1	4.9	1.6	6.0
CCN(CC)C(=O)c1sc(NC(=O)Cc2cccs2)c(C#N)c1C	7%	nt	nt	i	42	5%	nt	nt	nt	nt	nt	nt	1.1	1.9	2.3	13
CSc1ccc(/C=N/NC(=O)COc2ccc(Br)cc2Cl)cc1	8%	0.98	1459	i	1	11%	i	33	0.5	1081	-4	681	1	3.1	2.9	7.5
O=C(O)/C=C/C(=O)N(Cc1ccccc1)Cc1ccco1	8%	-0.05	1427	i	15	18%	i	60	1.2	1026	-32	540	1	2.3	3.1	10
Cc1ccc(C(=O)NCC(=O)OCC(=O)c2ccc3c(c2)NC(=O)CO3)cc1	-14%	-0.9	1153	i	0	-25%	i	42	-0.1	1112	3	665	1.1	2.6	2.8	12
Cc1cc2nc(SCC(=O)N(C)C)c3c(c2cc1C)CCCC3	2%	-0.6	1372	i	4	4%	i	40	-3.6	885	nt	nt	1.1	3.0	2.6	7.0
CCN(CC)S(=O)(=O)c1cccc(NC(=O)COC(=O)c2n[nH]c(=O)c3ccccc23)c1	53%*	0.6	1377	i	7	9%	i	46	-5.7	1095	31	695	1.1	1.3	1.9	12
COc1ccccc1NC(C)C(=O)Nc1ccc(C(C)=O)cc1 (stereo not given)	33%	1.1	1086	i	20	20%	i	50	nt	nt	-14	688	1.1	3.2	3.4	4.6
Cc1c(C(=O)N(C)C)c2cc(Cl)ccc2n1O	18%	-0.47	1241	i	1	19%	i	37	nt	nt	-3	666	1	4.2	3.5	6.1
CN(Cc1ccccc1)C(=O)c1ccc2c(c1)OCO2	-1%	0.28	1131	i	11	-10%	i	17	-0.2	1226	-4	710	1.1	4.3	1.3	8.1
CC(Sc1nc(N2CCOCC2)c2c(c1C#N)CC(C)(C)OC2)C(=O)Nc1ccccc1 (stereo not given)	-4%	-0.55	1257	i	0	-9%	nt	nt	-1.4	1172	15	749	1.2	2.6	0.1	63
CC(=O)c1cccc(N(CC(=O)N2CCCCC2)S(C)(=O)=O)c1	4%	-0.55	927	i	-3	-9%	i	36	nt	nt	5	798	1.1	1.0	1.1	11
CCOc1ccccc1CN1CCN(C2CCOCC2)CC1CCO (stereo not given)	13%	-0.39	1498	i	-23	17%	i	62	2.1	959	-14	661	1	1.7	0.9	1.7
CCN(CC)C(=O)CSc1nc(-c2ccccc2)cc(=O)[nH]1	9%	nt	nt	i	10	10%	i	45	-0.1	1005	7	786	1.1	1.4	1.9	3.5
CSC1=N/C(=C\c2cccc(Cl)c2)C(=O)N1N(C)C	nt	0.13	1360	nt	nt	nt	i	12	6.1	968	-15	732	nt	nt	nt	nt
O=C(CSc1ccccn1)Nc1nc2ccc(Br)cc2s1	2%	nt	nt	i	12	4%	i	0	nt	nt	nt	nt	1.1	2.2	1.8	7.0
CCOc1ccc(NC(=O)Nc2nnc(CC(=O)NCc3ccccc3)s2)cc1	7%	-0.02	1416	i	-7	2%	i	67	0.5	1435	-27	715	1	0.9	1.2	4.6
COc1ccc(/C=C(\C#N)C(=O)OCC(=O)Nc2ccc(-c3nc4ccc(C)cc4s3)cc2)cc1	-3%	nt	nt	i	-6	-3%	i	39	0.4	1551	-3	699	1	2.8	3.0	5.3
C#CCOC(=O)/C(=C/c1ccc(F)cc1)NC(C)=O	-2%	-0.39	1377	i	7	6%	i	50	1.5	1021	12	650	1.1	2.1	3.4	7.3

# Following part.
mol	human PMI inhibitors	Ins promoter up	Ins promoter up cell count	Autophagy mod	Autophagy mod cell loss 18 h	PMI inhibitors	T cell modulator	T cell modulator vesicle-bound %	b-catenin transl	b-catenin transl cell count 5 µM	Lipid droplet	Lipid droplet cells 6.5 µM	TNAP activators	MT stabilizer	MT stabilizer Hoechst-high %	MT stabilizer cytotoxicity %
O=C(Cc1ccccc1)N/N=C/c1cc(Br)cc(Cl)c1O	-4%	1.1	1611	i	10	-15%	i	42	-1.6	1032	10	616	2.1	2.2	1.4	5.9
CCOC(=O)c1cc(C#N)c(SCC(=O)c2cc(C#N)c(SC)nc2C)nc1C	-77%	-4.9	752	nt	nt	-43%	i	34	-3.3	1029	nt	nt	1	nt	nt	nt
Cc1ccsc1/C=C1\SC(N2CCOCC2)=NC1=O	-1%	-0.38	1605	i	-1	0%	i	27	0.1	1216	nt	nt	1	1.7	1.5	6.5
CC1=C(C(=O)OC(C)C)C(c2c[nH]c3ccccc23)n2ncnc2N1 (stereo not given)	1%	0.49	1047	i	1	5%	i	22	nt	nt	nt	nt	1.1	3.5	3.7	4.8
O=S(=O)(Nc1cc(Sc2cccc3cccnc23)c(O)c2ccccc12)c1ccc(F)cc1	51%*	?	nt	i	28	2%	i	38	-1.4	452	-14	646	0.7	4.1	1.2	24

# Another view of some results above:
# Results follow in this order: human PMI inhibitors, Ins promoter up, Ins promoter up cell count, Autophagy mod, Autophagy mod cell loss 18 h, PMI inhibitors, T cell modulator, T cell modulator vesicle-bound %, b-catenin transl, b-catenin transl cell count 5 µM, Lipid droplet, Lipid droplet cells 6.5 µM, TNAP activators, MT stabilizer, MT stabilizer Hoechst-high %, MT stabilizer cytotoxicity %
- O=C(Cc1ccccc1)N/N=C/c1cc(Br)cc(Cl)c1O
  -4%, 1.1, 1611, i, 10, -15%, i, 42, -1.6, 1032, 10, 616, 2.1, 2.2, 1.4, 5.9
- CCOC(=O)c1cc(C#N)c(SCC(=O)c2cc(C#N)c(SC)nc2C)nc1C
  -77%, -4.9, 752, nt, nt, -43%, i, 34, -3.3, 1029, nt, nt, 1, nt, nt, nt
- Cc1ccsc1/C=C1\SC(N2CCOCC2)=NC1=O
  -1%, -0.38, 1605, i, -1, 0%, i, 27, 0.1, 1216, nt, nt, 1, 1.7, 1.5, 6.5
- CC1=C(C(=O)OC(C)C)C(c2c[nH]c3ccccc23)n2ncnc2N1 (stereo not given)
  1%, 0.49, 1047, i, 1, 5%, i, 22, nt, nt, nt, nt, 1.1, 3.5, 3.7, 4.8
- O=S(=O)(Nc1cc(Sc2cccc3cccnc23)c(O)c2ccccc12)c1ccc(F)cc1
  51%*, ?, nt, i, 28, 2%, i, 38, -1.4, 452, -14, 646, 0.7, 4.1, 1.2, 24
